# VEEV TC-83 Vero – inhibitors of VEEV TC-83 cytopathic effect, confirmation, Vero cells (AID 588727) | hit rate 0.13% among 350,000 | Vero cells, VEEV TC-83 cytopathic effect inhibition; higher % means a stronger effect | inhibition, % at 20 µM, or IC50 in µM where a hit was titrated; in the data active means a potency from the dose series; inconclusive means inhibition mostly from about 14% at the one dose, without a potency; inactive means the rest, 99 in 100 with inhibition below about 12%; further: strong numbers were not always called active
# H37Rv inhibition – M. tuberculosis growth inhibition, HTS (AID 449762). inhibition, % at 25 µM, or IC50 in µM where a hit was titrated. M. tuberculosis H37Rv growth inhibition, 7H9 media; higher % means a stronger effect. hit rate 0.59% among 330,000; in the data active means a potency from the dose series; inconclusive means inhibition above about 70% without an active follow-up result;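 further: bacterial growth assessed after seven days of incubation; strong numbers were not always called active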
# Salmonella PhoP GFP – PhoP regulon inhibitors, Salmonella typhi PhoP promoter GFP reporter, confirmatory (AID 1850); inhibition, % at 50 µM; hits with a dose series show IC50 in µM; hit rate 0.33% among 310,000; Salmonella Typhi PhoP-promoter GFP reporter, fluorescence, 4 h; higher % means a stronger effect; in the data active means a potency from the dose series; inconclusive means inhibition mostly from about 25% at the one dose, without a potency; inactive means the rest, 99 in 100 with inhibition below about 19%;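 further: 0% = induced wells with vehicle and 100% = uninduced wells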
# M. tuberculosis – growth inhibition of non-replicating M. tuberculosis (AID 488890). Mycobacterium tuberculosis non-replicating, growth inhibition; higher % means a stronger effect. inhibition, % at 25 µM; hits with a dose series show IC50 in µM. hit rate 0.39% among 320,000; in the data active means a potency from the dose series; inconclusive means inhibition mostly from about 82% at the one dose, without a potency; inactive means the rest, 99 in 100 with inhibition below about 76%;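 further: plate controls were DMSO cells for no effect and high antibiotic wells for full effect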
# H1N1 NS1A inhibition – H1N1 influenza NS1A inhibitors, functional cell based assay (AID 504329) | one-dose inhibition, % at 12.5 µM; IC50 in µM for titrated hits | NS1A functional cell-based assay, percent inhibition; higher % means a stronger effect | hit rate 0.3% among 340,000; in the data active means a potency from the dose series; inconclusive means inhibition above about 27% without an active follow-up result; further: strong numbers were not always called active
# The depositor's hits bear a star; i = inactive; u = inconclusive; x = no result given; & = joins results of further samples. The order is random; 1.6% or so of the library scored in one or more.
SMILES,VEEV TC-83 Vero,H37Rv inhibition,Salmonella PhoP GFP,M. tuberculosis,H1N1 NS1A inhibition
CCOC(=O)/C=C1\SCC(=O)N1CC(=O)NCc1cccc(Cl)c1,1.0%,-7%,-2%,-2%,-3%
O=C(Oc1ccccc1N1CCOCC1)c1ccccc1,i,3%,6%,-11%,-16%
Cn1c(=O)c2ncn(CC(=O)NCCOCc3ccccc3Cl)c2n(C)c1=O,1.4%,-3%,-7%,11%,-5%
Cc1ccc(NS(=O)(=O)c2cccc(C(=O)N3CCOCC3)c2)cc1,2.3%,-7%,7%,3%,-17%
O=C(NC1CCN(Cc2ccccc2)CC1)c1ccccc1Cl,0.5%,-2%,-1%,-23%,0%
c1ccc(Cn2nnc3c(N4CCN(Cc5ccc6c(c5)OCO6)CC4)ncnc32)cc1,i,65%,0%,57%,11%
COc1ccc(NC(=O)Nc2cccc3c2O[C@H](CN(C)S(=O)(=O)c2ccccc2)[C@@H](C)CN([C@H](C)CO)C3=O)cc1,0.3%,2%,x,12%,-13%
CC(=O)Nc1ccc(NC(=O)C(C)OC(=O)c2ccc3[nH]c(C)c(C)c3c2)cc1 (stereo unspecified),9.8%,56%,-1%,0%,6%
O=C(CCCOc1ccccc1)Nc1nnc(C2CCCO2)s1 (stereo unspecified),0.5%,-3%,3%,22%,-1%
CCc1ccc(CCC(=O)Nc2nc(CC(C)=O)ns2)o1,2.9%,-15%,12%,0%,-1%
Cc1ccc(-c2nnc(COC(=O)c3cc(=O)[nH]c4ccccc34)o2)cc1,0.9%,1%,-7%,9%,-6%
CN(CC(=O)NNC(=O)CCNS(=O)(=O)c1ccccc1)S(=O)(=O)c1ccc(Cl)cc1,7.2%,-2%,-3%,-14%,11%
COc1ccc(CNC(=O)C(C)Cc2ccccc2)cc1O (stereo unspecified),2.1%,-9%,-3%,14%,6%
CCN(CC(=O)Nc1c(F)cccc1F)C(=O)c1ccc(S(=O)(=O)N2CCCCC2)cc1,5.7%,-11%,3%,-12%,-10%
COC(=O)C(CC(=O)c1ccc(C)cc1)n1cccn1 (stereo unspecified),0.6%,7%,-4%,33%,-3%
Cc1ccc(/C=C/C(=O)O)cc1S(=O)(=O)N(CCO)CCO,0.4%,-5%,-7%,-1%,-10%
COC(=O)c1sc2ccccc2c1-n1cccc1C(=O)C(=O)Nc1ccccc1,6.7%,5%,2%,11%,9%
COc1ccc(S(=O)(=O)Nc2ccc(-c3ccc4nncn4n3)cc2)c(OC)c1,4.2%,2%,12%,-3%,-2%
O=C(c1cc2ccccc2oc1=O)N1CCN(c2ccccn2)CC1,0.8%,-1%,-4%,-12%,-7%
O=C(NCc1ccc2c(c1)OCO2)c1ccc(CS(=O)Cc2cccc(Cl)c2)o1 (stereo unspecified),0.5%,2%,-5%,12%,7%
CN1CCN(C(=O)CCN2C(=O)/C(=C\c3ccccc3F)SC2=S)CC1,u,-6%,-22%,42%,-2%
Clc1ccc2c(c1)-c1[nH]ncc1CS2,i,5%,2%,3%,-13%
C=C1C(=O)O[C@@H]2C[C@@H](C)[C@@H]3C=CC(=O)[C@@]3(C)[C@@H](OC(=O)CC(=O)O[C@H]3[C@@H]4C(=C)C(=O)O[C@@H]4C[C@@H](C)[C@@H]4C=CC(=O)[C@]43C)[C@H]12,i,u,5%,u,-7%
C=CCn1c(=S)[nH]c2nc3c(cc2c1=O)CCCC3,0.3%,18%,-8%,-3%,10%
O=C1CC(/C=C/c2ccccc2)=Nc2ccccc2N1,6.6%,-1%,-4%,-6%,-2%
O=C(/C=C/c1cccs1)N1CCN(c2ccc(F)cc2)CC1,1.4%,2%,4%,65%,5%
O=C(O)c1nccnc1C(=O)NCc1csc2ccc(Cl)cc12,i,1%,2%,-2%,x
CC(=O)c1ccc(NC(=O)N[C@@H](CC(C)C)C(=O)O)cc1,1.6%,-4%,-2%,-1%,-8%
CCCS(=O)(=O)c1ccc(COC(=O)c2ccc(NC(C)=O)cc2)cc1,i,8%,-15%,16%,-4%
N#Cc1cnn(-c2cccc(Cl)c2)c1N,2.0%,-5%,5%,-5%,-8%

# Overlap with the part before: 3 entries, then new ones.
SMILES,VEEV TC-83 Vero,H37Rv inhibition,Salmonella PhoP GFP,M. tuberculosis,H1N1 NS1A inhibition
CC(=O)c1ccc(NC(=O)N[C@@H](CC(C)C)C(=O)O)cc1,1.6%,-4%,-2%,-1%,-8%
CCCS(=O)(=O)c1ccc(COC(=O)c2ccc(NC(C)=O)cc2)cc1,i,8%,-15%,16%,-4%
N#Cc1cnn(-c2cccc(Cl)c2)c1N,2.0%,-5%,5%,-5%,-8%
Cc1ccc(OCc2cc(C(=O)N3CCCC(O)C3)no2)cn1 (stereo unspecified),0.7%,3%,9%,3%,-9%
c1ccc2oc(C3=NNC(=NC4CC4)SC3)cc2c1,7.4%,u,-6%,-4%,4%
Cc1ccc(C2Nc3ccccc3-c3nc4ccccc4n32)o1 (stereo unspecified),4.3%,-6%,-15%,5%,-4%
COc1ccc(CN(C(=O)c2ccco2)C2CCS(=O)(=O)C2)cc1 (stereo unspecified),i,-6%,-16%,x,-7%
CCOCCNC(=O)c1ccccc1C(=O)NCCOCC,1.4%,3%,3%,4%,-25%
O=c1[nH]c2cc([N+](=O)[O-])ccc2c2ccc([N+](=O)[O-])cc12,3.6%,x,x,x,10%
CC1CN(CCN2CC(C)N(C=O)CC2C)C(C)CN1C=O (stereo unspecified),0.7%,x,x,x,-15%
CC(C)c1onc(C(=O)Nc2sc3c(c2C#N)CCC3)c1[N+](=O)[O-],0.0%,3%,1%,6%,5%
COCCCNC(=O)CSc1nc2cc(S(=O)(=O)N3CCCCC3)ccc2o1,2.2%,-7%,-1%,33%,7%
Cc1c2ccccc2nc2c(F)c(NCCO)c(F)c(F)c12,1.2%,4%,3%,4%,12%
Cc1n[nH]c(=O)nc1NC1CCCCC1,1.5%,-1%,2%,-5%,2%
COc1cccc(CNC(=O)CCNC(=O)C2CCN(S(=O)(=O)c3ccccc3)CC2)c1,0.0%,-4%,1%,-13%,-7%
CN(C)S(=O)(=O)c1ccc(S(=O)(=O)Nc2ccc3c(c2)oc2ccccc23)cc1,i,-10%,-16%,-2%,-6%
COc1cc2nc(N3CCN(C(=O)[C@@H]4CCCO4)CC3)nc(N)c2cc1OC,0.9%,1%,-8%,-13%,3%
FC(F)Sc1ccc(NC(=S)NC(c2ccccc2)c2ccccc2)cc1,12%,u,-14%,32%,5%
Cc1cccc(C)c1NC(=O)CNC(=O)CCCN1C(=O)c2cccc3cccc(c23)C1=O,6.4%,-6%,x,5%,-3%
NC(=O)c1ccc(SCC(=O)OCC(=O)N2CCCC2=O)c([N+](=O)[O-])c1,0.8%,-2%,2%,-21%,3%
CC(=O)Nc1ccc(NC(=O)C2CC(=O)N(c3cccc(C)c3C)C2)cc1 (stereo unspecified),i,-7%,6%,-1%,-18%
O=C(CN1CCN(c2ccccn2)CC1)Nc1ccc(F)cc1F,1.3%,-9%,5%,-3%,-6%
O=C(Cc1ccccc1)NNC(=O)c1cnccn1,0.1%,-8%,-3%,-16%,0%

# The list goes on, starting with the last five of the part before.
SMILES,VEEV TC-83 Vero,H37Rv inhibition,Salmonella PhoP GFP,M. tuberculosis,H1N1 NS1A inhibition
Cc1cccc(C)c1NC(=O)CNC(=O)CCCN1C(=O)c2cccc3cccc(c23)C1=O,6.4%,-6%,x,5%,-3%
NC(=O)c1ccc(SCC(=O)OCC(=O)N2CCCC2=O)c([N+](=O)[O-])c1,0.8%,-2%,2%,-21%,3%
CC(=O)Nc1ccc(NC(=O)C2CC(=O)N(c3cccc(C)c3C)C2)cc1 (stereo unspecified),i,-7%,6%,-1%,-18%
O=C(CN1CCN(c2ccccn2)CC1)Nc1ccc(F)cc1F,1.3%,-9%,5%,-3%,-6%
O=C(Cc1ccccc1)NNC(=O)c1cnccn1,0.1%,-8%,-3%,-16%,0%
Cc1csc(NC(=O)CSc2[nH]c(=O)ncc2C)n1,2.7%,-8%,10%,-4%,-17%
CC1CCCC(C)N1C(=O)COC(=O)c1ccc(Br)c(S(=O)(=O)N2CCOCC2)c1 (stereo unspecified),0.8%,-2%,x,-9%,-14%
O=C(Cc1ccccc1)c1ccc(N2CCOCC2)cc1,10%,x,x,x,8%
CCc1cccc(C)c1N(C(=O)Cn1c(COC)nc2ccccc21)C(C)COC (stereo unspecified),6.2%,-2%,-6%,13%,-4%
Cc1cccc(C)c1OCCOCCN1CCN(C)CC1,1.0%&3.8%,8%,-2%,19%,0%&-4%
CCOC(=O)C1CCN(C(=O)CCCNC(=O)Cn2cnc3sc(C)c(C)c3c2=O)CC1,0.8%,1%,-1%,-15%,-8%
Cc1ccc(CNC(=O)COC(=O)c2cnc(C)cn2)cc1,1.2%,0%,-10%,6%,1%
Cn1cc(/C=C2\SC(=S)N(NC(=O)c3cccc(Cl)c3)C2=O)c2ccccc21,1.8%,x,x,x,-2%
CCCCCc1nnc(NC(=O)Cc2cccs2)s1,5.3%,9%,2%,28%,-1%
COc1ccc(-c2ccc(=O)n(Cc3c(F)cccc3Cl)n2)cc1,0.6%,99%,5%,44%,4%

# Record cards, as listed above. Values in the order: VEEV TC-83 Vero, H37Rv inhibition, Salmonella PhoP GFP, M. tuberculosis, H1N1 NS1A inhibition
# Entry for Cc1cccc(C)c1OCCOCCN1CCN(C)CC1 → 1.0%&3.8%, 8%, -2%, 19%, 0%&-4%
# Entry for CCCCCc1nnc(NC(=O)Cc2cccs2)s1 → 5.3%, 9%, 2%, 28%, -1%

# Following part
SMILES,VEEV TC-83 Vero,H37Rv inhibition,Salmonella PhoP GFP,M. tuberculosis,H1N1 NS1A inhibition
COc1c2occc2c(OC)c2c(=O)cc(C)oc12,1.2%,3%,-4%,-6%,3%
CCOC(=O)c1c(C)[nH]c(C)c1S(=O)(=O)NCCc1ccco1,i,4%,4%,6%,-7%
Cc1csc(Sc2ccc(C(=O)OCC(=O)Nc3ccc(F)cc3[N+](=O)[O-])cc2[N+](=O)[O-])n1,0.7%,-1%,0%,19%,2%
O=C(CN1CCN(Cc2ccccc2)CC1)N1CCN(c2ccccc2)CC1,1.5%,-7%,-3%,6%,-21%
CC(=O)Nc1ccc(S(=O)(=O)NC(CC(=O)NCCc2ccccc2)C(C)C)cc1 (stereo unspecified),0.2%,7%,10%,15%,-1%
O=C(Nc1ccccc1F)Nc1cccnc1Cl,2.7%,-4%,-8%,-8%,1%
CCOC(=O)Cc1nc2cc(Cl)ccc2o1,2.7%,u,19%,i,-2%
CCN(CC)S(=O)(=O)c1ccc(/C(O)=C2/C(=O)C(=O)N(CCOC)C2c2ccccc2)cc1 (stereo unspecified),0.5%,0%,2%,-3%,2%
CC(=O)c1cccc(NC(=O)c2ccc(OCc3c(C)noc3C)cc2)c1,3.0%,2%,x,-24%,-1%

# High-throughput results deposited in PubChem BioAssay by Southern Research Specialized Biocontainment Screening Center.
